# Pin1 inhibitor: inhibitors of human Pin1 | Q13526 | Pin1 FP peptide displacement, HiFluor488, 10 min | Potency, µM (doses to about 115 µM), inactives show top-dose activity, negative = inhibition, actives largely listed as inhibitors | 0.009% of 390,000 active; active = well fitted inhibition curve with a large enough effect in the polarisation, with a control signal flat, not every such curve was filed as active; inconclusive = small, poorly fitted or top-dose-only effect, or effect the other way, or a change in a side signal; inactive = no such curve, though single readings can be large or run the other way; the % refers to the polarisation; also: potency is read from the fitted curve at half-maximal effect; % is scaled to controls: 0 for no effect and ±100 for the full control effect
# Target sequence (Q13526 whole entry, looked up): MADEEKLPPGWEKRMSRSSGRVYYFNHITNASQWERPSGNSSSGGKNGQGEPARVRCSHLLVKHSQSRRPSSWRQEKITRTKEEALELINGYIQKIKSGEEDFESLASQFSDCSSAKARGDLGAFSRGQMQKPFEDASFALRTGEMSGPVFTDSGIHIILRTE
# TRHR PAM: TRH receptor (human) allosteric enhancement. enhancement, % at 2 µM. P34981. 0.66% of 360,000 active. TRHR cells, fluo-8 calcium fluorescence, EC20 TRH enhancement; in the data active = enhancement above about 30%; also: 0% is about no effect
# Target sequence (P34981 whole entry, looked up): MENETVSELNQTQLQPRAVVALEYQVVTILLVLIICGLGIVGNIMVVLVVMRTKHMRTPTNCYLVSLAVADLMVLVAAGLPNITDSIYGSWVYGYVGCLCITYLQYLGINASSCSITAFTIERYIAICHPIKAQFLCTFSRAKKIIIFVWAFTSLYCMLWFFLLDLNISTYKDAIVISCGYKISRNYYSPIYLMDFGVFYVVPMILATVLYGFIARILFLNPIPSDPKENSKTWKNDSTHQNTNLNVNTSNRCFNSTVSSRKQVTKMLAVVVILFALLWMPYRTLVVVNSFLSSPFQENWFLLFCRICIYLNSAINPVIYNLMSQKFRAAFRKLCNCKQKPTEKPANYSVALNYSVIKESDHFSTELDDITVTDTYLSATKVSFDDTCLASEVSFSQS
#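 TRHR-expressing cells loaded with fluo-8 calcium dye were read kinetically (ex 480/em 530) during compound addition, then stimulated with an EC20 of TRH (10 nM final). Enhancement of the Gq-mediated intracellular calcium response was scored.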
# TrxR1 substrate: is turned over as a substrate by rat TrxR1. O89049. purified TrxR1 substrate turnover, NADPH consumption readout. Potency, µM (top dose mostly 114 µM), inactives show at the top dose activity change, negative = substrate turnover. 0.01% of 390,000 active; also: potency is read from the fitted curve at half-maximal effect; % is scaled to controls: 0 for no effect and ±100 for the full control effect; nearly all actives have a fitted effect of over 50% in size
#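 Rat TrxR1, dispensed at 90 nM, was prereduced with 400 uM NADPH (final) for 5 min at ~22 deg C, then incubated with compound 15 min before 400 uM selenite. A first-read NADPH fluorescence drop versus no-compound background flagged substrates.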
# mIDH1 inhibitor: inhibitors of human mutant IDH1 R132H | O75874 | 0.093% of 390,000 active | IDH1-R132H enzyme, NADPH consumption, diaphorase/resazurin fluorescence | Potency, µM (titrated, usually from 76.6 µM), inactives show at the top dose activity change, negative = inhibition, actives largely listed as inhibitors; also: potency is read from the fitted curve at half-maximal effect; % is scaled to controls: 0 for no effect and ±100 for the full control effect; nearly all actives have a fitted effect of over 65% in size
# Target sequence (O75874 whole entry R132H, stated change not applied): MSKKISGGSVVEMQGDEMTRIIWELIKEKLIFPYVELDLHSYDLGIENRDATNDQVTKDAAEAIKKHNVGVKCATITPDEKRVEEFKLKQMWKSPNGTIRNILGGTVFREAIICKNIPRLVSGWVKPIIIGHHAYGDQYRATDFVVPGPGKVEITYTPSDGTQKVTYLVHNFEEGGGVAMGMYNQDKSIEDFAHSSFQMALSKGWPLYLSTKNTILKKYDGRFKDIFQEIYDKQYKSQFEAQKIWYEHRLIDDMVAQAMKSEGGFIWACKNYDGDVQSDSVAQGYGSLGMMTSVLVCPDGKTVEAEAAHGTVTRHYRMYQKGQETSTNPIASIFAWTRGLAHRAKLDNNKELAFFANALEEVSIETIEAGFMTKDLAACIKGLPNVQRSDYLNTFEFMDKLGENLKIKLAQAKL
#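 IDH1-R132H (0.5 ug/mL dispensed) in pH 7.5 Tris buffer was preincubated 30 min with compound, then given a substrate mix of 0.016 mM NADPH and 2 mM alpha-KG for 80 min at room temperature; remaining NADPH was read by diaphorase/resazurin fluorescence.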
# USP1-UAF1 inh: inhibitors of human USP1/UAF1 deubiquitinase. 0.23% of 390,000 active. AID 743255. Potency, µM (doses to about 57.1 µM), inactives show at the top dose activity change, negative = inhibition, usual class: inhibitors. recombinant USP1/UAF1, Ub-Rhodamine cleavage fluorescence. O94782; also: potency is read from the fitted curve at half-maximal effect; % is scaled to controls: 0 for no effect and ±100 for the full control effect; nearly all actives have a fitted effect of over 60% in size; inactives centre near -12
#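 1 nM enzyme complex + cpd, 15 min RT; start with Ub-Rho 150nM final; kinetic fluorescence ex 480/em 540, 6 reads q60 s. Buffer 50mM HEPES pH 7.8, 0.5mM EDTA, 0.1 mg/ml BSA, 1mM TCEP, 0.01% Tween-20.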
# TRHR agonist: agonists of human TRH receptor; P34981; TRHR cells, calcium flux fluo-8, FDSS agonist mode; activation, % at 2 µM; 0.18% of 360,000 active; in the data active = activation above about 30%; also: 0% is about no effect
#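 Agonist-mode FDSS calcium read (Ex 480/Em 530, 1 s cycles) in 1536-well TRHR cells with fluo-8 dye, after 10-cycle baseline and 23 nL compound addition; TRH at EC20 (10 nM final) added afterwards for the enhancer phase.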
# D2 ag: activates the human D2 dopamine receptor. AID 485358. 0.53% of 340,000 active. HEK293 T-REx D2 cells, calcium flux agonist mode. P14416. activation, % at 2 µM;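 active = activation over 3 SD above normal in the single-dose calcium agonist read, cut at about 30% in these data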; also: 0% is about no effect
#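 Tetracycline-induced HEK293 T-REx cells with force-coupled D2 receptor, plated overnight at 30 C, loaded with no-wash calcium dye. After a 10 s baseline, compound was pin-added and calcium flux read kinetically for 180 s; calcium rises flagged agonists.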
# TrxR1 inh: inhibitors of rat thioredoxin reductase 1; O89049; recombinant rTrxR1, NADPH fluorescence consumption, selenite substrate; Potency, µM (top dose mostly 114 µM), for the others: at the highest dose activity change, negative = inhibition, usual class: inhibitors; 1% of 390,000 active; also: potency is read from the fitted curve at half-maximal effect; % is scaled to controls: 0 for no effect and ±100 for the full control effect; nearly all actives have a fitted effect of over 65% in size
#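 Rat TrxR1 (90 nM in the dispensed reagent) was pre-reduced with 400 uM NADPH for 5 min at room temperature, then incubated with compound for 15 min. After 400 uM selenite was added, NADPH fluorescence (Ex 340/Em 450 nm) was followed for 8 min.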
# D2 antagonist: antagonists of human D2 dopamine receptor; P14416; HEK293 TREx D2 cells, calcium flux, dopamine EC80; inhibition, % at 10 µM; 2% of 340,000 active; AID 485344; in the data active = inhibition above about 30%; also: 0% is about no effect
#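 Calcium flux kinetic readout in an inducible HEK293 TREx D2 line plated overnight at 30 C. After 180 s compound exposure, an EC80 dopamine challenge follows with another 180 s kinetic read to detect antagonism.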
# * hit, by the source's call; ? = inconclusive; · = not tested or not shown; [ ] = another dose, or the depositor's remark. Unless noted, calls follow the shape of the dose curve; as a rule, active = well fitted inhibition curve with a large enough effect; inconclusive = small, poorly fitted or top-dose-only effect; inactive = no such curve, though single readings can be large or run the other way. This is a subset; the hit share may differ from the screen's.
SMILES,Pin1 inhibitor,TRHR PAM,TrxR1 substrate,mIDH1 inhibitor,USP1-UAF1 inh,TRHR agonist,D2 ag,TrxR1 inh,D2 antagonist
Cc1cc2nnc(SCC(=O)Nc3cccc(S(=O)(=O)N4CCOCC4)c3)n2c2ccccc12,14%,3,-2%,8%,-5%,0.3,-1.6,-12%,11
CCN(CC)S(=O)(=O)c1ccc(Cl)c(NC2=NCCCCC2)c1,?,3,5%,3%,-23%,0.7,0.9,23%,6
C[C@H](O)[C@@H]1C(=O)N2CCc3ccc(N4CCOCC4)cc3[C@@H]2C[C@@H]1N(C)S(=O)(=O)c1ccccc1,-1%,·,-2%,-2%[38.3 µM],-9%,·,·,1%,·
O=C(c1ccc(Cl)c(S(=O)(=O)N2CCCCCC2)c1)N1CCN(c2ccc(O)cc2)CC1,?,0,1%,-5%,-26%,-0.6,0.6,21%,4
N#CCn1cc(/C=N/NC(=O)c2cc3c(ccc4ccccc43)o2)c2ccccc21,?,-5,9%,-5%,-15%,-1.0,-0.3,12%,-3
Cc1nn2c(=S)[nH]nc2[nH]c1=O,2%,-3,9%[57.1 µM],18%,-8%,1.7,-5.7,?,3
O=C(NCCSc1c(-c2ccc(Br)cc2)[nH]c2ccccc12)c1ccc(S(=O)(=O)N2CCOCC2)cc1,24%,-4,-2%,-7%,-25%,0.2,0.2,14%,·
Cn1c(=O)c(=O)n(C)c2cc(NC(=O)c3ccccc3Br)ccc21,2%,-3,-1%,-1%,-16%,-0.5,0.1,2%,·
O=C(c1cccc(C(F)(F)F)c1)C1CCCN(C(=O)c2cc(C3CC3)[nH]n2)C1 (stereo not drawn),5%,-4,-7%,-14%,-30%,-0.4,0.1,-6%,6
Cc1ccc(NC(=O)c2ccc(Cl)cc2[N+](=O)[O-])nc1,1%,-5,19%,4%,-7%,0.1,-0.3,11%[57.1 µM],-1
COc1ccc(CC(=O)OCC(=O)Nc2c(C)n(C)n(-c3ccccc3)c2=O)cc1,-1%,5,-1%,6%,-22%,-0.6,0.2,9%[0.457 µM],5
COc1ccc(NC(=O)c2ccc(S(=O)(=O)N(C)C)cc2)cc1,3%,0,-3%,-7%,-18%,0.1,-1.6,0%,-22
COc1cc2ccccc2cc1C(=O)N/N=C/c1cccnc1,18%,1,7%,9%,-9%,-0.4,0.3,19%,14
COC(=O)c1ccc(COc2ccccc2[N+](=O)[O-])o1,3%,-15,-1%,12%,-16%,-3.6,-1.1,15%,-2
Cc1ccc(S(=O)(=O)N(CC(=O)NCCSc2ccc(Cl)cc2)c2cccc(Cl)c2)cc1,21%,-1,-4%,14%,-31%,7.6,1.0,12%,·
Cc1ccc(C2(c3ccccc3)NC(=O)N(CC(=O)NC3CCS(=O)(=O)C3)C2=O)cc1C (stereo not drawn),-9%,1,-2%,1%,-10%,1.1,-0.4,4%,14
CCOC(=O)C1CCN(c2c(N3CCCCCC3)c(=O)c2=O)CC1,3%,2,-11%,-2%,-3%,0.4,1.8,0%,2
Cc1ccc(C)c(NC(=O)c2ccc[n+](Cc3ccc([N+](=O)[O-])cc3)c2)c1,38%[activator],-5,2%,-1%,-13%,-0.3,-0.5,8%,15
CC(=O)CC1(O)C(=O)N(Cc2ccccc2)c2ccccc21 (stereo not drawn),2%,-21,2%,7%,-25%,0.2,0.2,12%,61*
C=CCN(C(=O)CCC(=O)Nc1cc(C)on1)C(C(=O)NC(C)(C)C)c1cccc(OC)c1OC (stereo not drawn),6%,3,-11%,-5%,-5%,-0.4,·,-17%,·
CCn1c(SCC(=O)NCc2ccccc2)nnc1C(CO)NC(=O)c1ccccc1 (stereo not drawn),-1%,9,-2%,0%,-14%,-0.2,-1.3,23%,-2
Cn1c(=O)c2c(SCC(=O)NCCc3ccccc3)nc(C3CC3)nc2n(C)c1=O,0%,2,0%,-4%,-26%,0.1,0.4,11%,-11
CCc1cc2ccc(OC)cc2nc1SCC(=O)NNC(=O)c1ccco1,46%[activator],0,-5%,10%,-18%,-1.1,0.7,?,-6
N/C(=N\OC(=O)c1ccccc1)c1ccccn1,-8%,-3,2%,13%,-18%,-0.5,-1.0,24%,-12
COc1ccc(N2CCN(Cc3nc4scc(-c5cccs5)c4c(=O)[nH]3)CC2)cc1,?,-7,-17%[57.1 µM],0%,-18%,0.2,0.7,24%[57.1 µM],-10
# More compounds:
SMILES,Pin1 inhibitor,TRHR PAM,TrxR1 substrate,mIDH1 inhibitor,USP1-UAF1 inh,TRHR agonist,D2 ag,TrxR1 inh,D2 antagonist
CCCn1nnnc1NCc1ccc(Cl)cc1Cl,-7%,7,2%,-4%,-18%,-0.6,0.7,26%,-12
O=C(COc1cccnc1[N+](=O)[O-])NCc1cccs1,-5%,16,0%[57.1 µM],3%,0%,0.5,-0.3,6%[57.1 µM],6
O=C(NN=C1c2ccccc2-c2ccccc21)c1cccc(Br)c1,-10%,-3,-2%,4%,-21%,0.5,0.2,-14%,1
C[C@H](CO)N1C[C@H](C)[C@@H](CN(C)C(=O)NC2CCCCC2)Oc2c(NS(=O)(=O)c3cn(C)cn3)cccc2C1=O,-2%,·,4%,-10%,-3%,·,·,-2%,·
O=C(C1CCC(Cn2c(=O)c3sccc3n(Cc3ccccc3F)c2=O)CC1)N1CCOCC1 (stereo not drawn),4%,2,-1%[57.1 µM],0%,0%,-0.1,-0.6,15%[57.1 µM],·
COc1ccc(C(=O)COC(=O)c2sc(C)nc2C)cc1Cl,20%,1,1%,3%,-21%,0.6,0.1,7%,-2
CCC(=O)N1CCc2cc(Br)cc(S(=O)(=O)N(C)c3ccc(OC)cc3)c21,0%,-8,5%[0.457 µM],8%,-32%,0.4,-2.7,26%,0
COc1cc([N+](=O)[O-])cc(/C=N/NC(=O)C(C)Nc2cccc3ccccc23)c1O (stereo not drawn),-9%,-8,-12%,5%,?,0.3,-0.3,-31%,-33
CNC(=S)NCCc1ccc(OC)cc1,29%,6,9%[57.1 µM],-5%,-27%,0.3,1.5,4%[57.1 µM],-12
N#C/C(=C\c1cn(CC(=O)N2CCCC2)c2ccccc12)C(=O)NCc1ccc2c(c1)OCO2,?,-6,-1%[57.1 µM],-4%,-8%,0.2,-0.3,-7%[57.1 µM],-13
O=C(NCC1CCCO1)c1ccc2c(=O)n(CCc3ccccc3)c(=O)[nH]c2c1 (stereo not drawn),-2%,46*,-10%,8%,-13%,1.9,-0.3,-18%,-16
COc1ccc(NC(=O)C2=NN(c3ccccc3)C(=O)CC2)cn1,?,4,-1%,4%,-24%,0.0,0.1,18%,-24
O=C1N[C@@H](c2ccccc2)COC(=O)[C@@H](Cc2ccc(F)cc2)C/C=C\C[C@@H]1CC(=O)N(CCO)Cc1ccccc1,0%,·,-7%,3%,5%,·,·,7%,·
CCOc1ccc(N(CC(=O)NC2CCCCC2)C(=O)Cn2nnc(-c3ccc(C)o3)n2)cc1,9%,-3,7%[57.1 µM],1%,-8%,-1.1,-1.4,20%[57.1 µM],5
Cc1cc([N+](=O)[O-])nn1CC(=O)NCc1ccccc1,-2%,-6,-5%,-9%,-21%,-0.7,0.0,22%[2.29 µM],1
Cc1cccc(CC(=O)N2CC(=O)Nc3ccc(C)cc3C2c2ccc(F)cc2)c1 (stereo not drawn),19%,3,-8%,0%,-11%,0.0,·,0%,·
CC(C)CCN(C(=S)Nc1cccc(C(F)(F)F)c1)C(C)c1ccccn1 (stereo not drawn),?,8,-3%,18%,?,0.3,0.0,11%,2
NC(=O)C1CCN(S(=O)(=O)c2ccc(N3CCCCS3(=O)=O)cc2)CC1,-1%,-2,2%[57.1 µM],4%,-15%,0.9,3.1,6%[57.1 µM],·
Cc1ccc(-n2c(=O)cc(N3CCN(Cc4ccccc4)CC3)[nH]c2=O)cc1,-8%,26,15%,11%,-10%,0.0,0.8,-31%,10
O=c1c2c([nH]n1-c1ccccc1)CCSC2,-16%,2,8%,2%,-18%,0.4,0.1,-26%,-23
O=C(O)c1cccc(S(=O)(=O)Nc2ccccc2-c2ccccc2)c1,4%,-10,4%[57.1 µM],18%,-16%,0.0,-0.1,4%[57.1 µM],8
O=C(COC(=O)c1ccccc1O)NCc1ccccc1Cl,2%,·,16%,16%,-14%,·,·,12%,·
CCOC(=O)c1ccc(NC(=O)CCCn2c(=O)c3cccn3c3cccnc32)cc1,79%[activator],6,4%,0%,6%,-1.1,-0.4,19%,·
CC(=O)N1c2ccccc2S(=O)(=O)c2c1ccc1ccccc21,-8%,·,14%[57.1 µM],4%,-15%,·,·,9%[11.4 µM],·
CCOC(=O)c1ccc(N2CCN(c3cc(C)ccc3C)CC2)c(NC(=O)Nc2ccccc2)c1,4%,2,9%[57.1 µM],-12%,-15%,0.3,0.3,34%[57.1 µM],·
COc1ccccc1NC(=O)C1CCN(C(=O)C2CC(=O)N(c3ccc(C)cc3)C2)CC1 (stereo not drawn),-5%,12,6%,-2%,-10%,-0.2,-0.1,32%,26
CN(C(=O)CSc1ncn[nH]1)C1(C#N)CCCCC1,2%,·,5%,-1%,-11%,·,·,16%,·
C#CCNC(=O)C1=C[C@H](c2ccc(C(F)(F)F)cc2)C[C@H](OCCCCO)O1,7%,1,4%,-5%,-14%,0.1,0.0,-23%,-10
Fc1ccc(Cn2ccc(-c3cnc(-c4ccccc4)s3)n2)cc1,12%,0,132%[activator][57.1 µM],5%,-15%,1.1,0.3,45%[activator][57.1 µM],8

# Ordered by value in mIDH1 inhibitor (high to low): some entries from above
molecule,mIDH1 inhibitor
COc1cc([N+](=O)[O-])cc(/C=N/NC(=O)C(C)Nc2cccc3ccccc23)c1O (stereo not drawn),5%
O=C(NN=C1c2ccccc2-c2ccccc21)c1cccc(Br)c1,4%
CNC(=S)NCCc1ccc(OC)cc1,-5%
